# Ins promoter up – MIN6 insulin promoter up-regulation; z-score at 5 µM; 190,000 compounds, 0.3% hits; MIN6 insulin promoter-GFP reporter, high-content imaging; hits give high values; AID 1625;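 active means z-score above 3 at 5 µM with at least 500 cells counted in the well; inconclusive means wells under 500 cells, flagged as cytotoxic or low count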
# West Nile antiviral – West Nile virus antiviral activity, cell-based, CPE readout (AID 1621); West Nile virus-infected cells, CPE inhibition; higher % means a stronger effect; CPE inhibition, % at 10 µM, or IC50 in µM where a hit was titrated; 290,000 compounds, 0.02% hits; in the data active means a potency from the dose series; inconclusive means CPE inhibition mostly from about 3.7% at the one dose, without a potency; inactive means the rest, 99 in 100 with CPE inhibition below about 2.2%; further: strong numbers were not always called active
# RSV CPE inhibition – RSV antiviral activity via CPE protection, HEp-2 cells, primary 10 µM value included (AID 2391); HEp-2 cells, RSV-induced CPE inhibition; higher % means a stronger effect; one-dose CPE inhibition, % at 10 µM; IC50 in µM for titrated hits; 310,000 compounds, 0.13% hits; in the data active means a potency from the dose series; inconclusive means CPE inhibition mostly from about 23% at the one dose, without a potency; inactive means the rest, 99 in 100 with CPE inhibition below about 21%; further: strong numbers were not always called active
# human PMI inhibition – inhibitors of human PMI, primary screen, biochemical, fluorescence intensity, coupled assay (AID 1209) | 190,000 compounds, 0.42% hits | inhibition, % at 20 µM, or IC50 in µM where a hit was titrated | purified PMI enzyme, coupled fluorescence intensity; higher % means a stronger effect;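 further: plate controls were DMSO vehicle for no effect and wells lacking substrate for full effect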
# CSM14.1 death rescue – protection against thapsigargin-triggered cell killing – 384-well, CSM14.1, ATP luminescence, primary screen (AID 1222); CSM14.1 thapsigargin-induced death rescue, ATP luminescence; higher % means a stronger effect; one-dose cellular ATP content (survival), % at 20 µM; EC50 in µM for titrated hits; 190,000 tested, under 10 active;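 active means EC50 below 50 µM in the dose-response confirmation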;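 further: death triggered by thapsigargin at about 15 µM added after 2 h compound pretreatment; cell ATP read after overnight thapsigargin exposure of roughly 18 to 22 hours; normalized against plate controls of thapsigargin alone and 5% DMSO vehicle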
# TNAP activation fold – stimulation of alkaline phosphatase TNAP activity – biochemical, luminescent, no phosphate acceptor, uHTS, primary screen (AID 1001); purified TNAP, luminescent activation assay, no phosphate acceptor; higher activation fold means a stronger effect; activation fold at 20 µM; hits with a dose series show EC50 in µM; 200,000 compounds, 0.03% hits; in the data active means activation fold from about 3, or a potency from the dose series; inactive means the rest, 99 in 100 with activation fold below about 1.6; further: many of its hits are not listed in these tables
# PhoP inhibition – PhoP-dependent GFP reporter repression – Salmonella Typhimurium, primary screen (AID 1863). 300,000 compounds, 0.16% hits. S. Typhimurium PhoP-regulated promoter GFP reporter, 4 h; higher % means a stronger effect. inhibition, % at 50 µM; hits with a dose series show IC50 in µM;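 active means inhibition over 29.93%, a cutoff 3 SD above the screen mean, later confirmed by dose response; inconclusive means inhibition over 29.93% but no dose response follow-up; inactive means inhibition at most 29.93% or unconfirmed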;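 further: 0% = low Mg2+ inducing control and 100% = high Mg2+ repressing control; strong numbers were not always called active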
# SV40 large T antigen – SV40 large T antigen inhibitors, biochemical (AID 1903). 310,000 compounds, 0.39% hits. SV40 large T antigen ATPase/helicase inhibition assay; higher % means a stronger effect. inhibition, % at 20 µM; hits with a dose series show IC50 in µM; in the data active means a potency from the dose series; inconclusive means inhibition mostly from about 32% at the one dose, without a potency; inactive means the rest, 99 in 100 with inhibition below about 32%; further: strong numbers were not always called active
# PMI inhibition – human PMI inhibitors, high substrate, primary screen, biochemical, fluorescence intensity, high mannose 6-phosphate (AID 1220) | recombinant PMI enzyme, coupled fluorescence intensity; higher % means a stronger effect | inhibition, % at 20 µM, or IC50 in µM where a hit was titrated | 190,000 compounds, 0.66% hits
# Ins promoter up cell count – second read-out of Ins promoter up, no call of its own (marks repeat the call); cell count; measured here: cytotoxicity, nuclei count;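 total cells summed across four imaged fields per well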
# * = called active by the depositor; ? = inconclusive; . = not tested or not shown. Unless noted, no stated cut-off is given here; in the data, active means inhibition above about 50%; inactive means the rest.
SMILES,Ins promoter up,Ins promoter up cell count,West Nile antiviral,RSV CPE inhibition,human PMI inhibition,CSM14.1 death rescue,TNAP activation fold,PhoP inhibition,SV40 large T antigen,PMI inhibition
CC(C)c1ccc(C2NC(=S)NC3=C2C(=O)CCC3)cc1 (centres undefined),-0.47,1396,-0.9%,0.4%,6.9%,-1.4%,0.9,1.2%,2.9%,4.8%
CC(C)(C)CN1CCNC(=O)C1CC(=O)NCCc1ccccc1C(F)(F)F (centres undefined),0.09,1495,-0.5%,-1.9%,-8.3%,0.8%,1.1,-4.0%,3.6%,-0.5%
Clc1cccc(OCCN2CCCC2)c1,.,.,-0.5%,-0.2%,.,.,.,-0.6%,7.6%,.
CC(=O)c1cccc(N(CC(=O)NC2CCCC2)C(=O)c2csnn2)c1,.,.,0.0%,-0.3%,.,.,.,8.1%,-2.8%,.
COc1ccc(CCNC(=O)C2CCCN(S(=O)(=O)c3ccc(OC)cc3)C2)cc1 (centres undefined),.,.,-1.0%,6.0%,.,.,.,-4.2%,3.6%,.
CCOC(=O)C1=C(c2ccccc2)NC(SCC)=C(C#N)C1c1cccnc1 (centres undefined),.,.,0.2%,-0.2%,7.6%,-1.3%,1.1,10.4%,9.5%,12.4%
COc1ccc(NC(=O)NC(=O)c2ccccc2)cc1,.,.,-0.4%,-0.4%,.,.,.,-3.9%,8.9%,.
Cc1ccc(F)cc1CNC(=O)c1cc(COc2ccc3ncccc3c2)on1,-0.95,1301,-1.1%,0.3%,10.6%,7.3%,1,11.2%,1.2%,4.7%
O=C(Nc1ccc(Cl)cc1)C1CCN(C(=O)c2cccs2)CC1,.,.,-0.8%,1.9%,.,.,.,4.0%,5.2%,.
COc1ccc(/C=C/C(=O)OCc2nc3ccccc3c(=O)[nH]2)c(OC)c1,-0.29,1400,-0.4%,0.0%,.,.,.,-4.0%,6.7%,.
CCN(CC)C(=O)CN1CCN(c2ncccn2)CC1,0.6,1225,.,1.0%,0.5%,-0.3%,1,2.6%,2.0%,-5.0%
CCOC(=O)C1=NN(C(=O)c2ccco2)C2(CC2)C1,0.08,1306,-0.2%,0.5%,-7.0%,-4.2%,1.1,-6.3%,8.6%,3.9%
O=C(OC1Cn2c(=O)ccc(=O)n2C1)c1ccccc1,0.72,1215,0.3%,2.1%,-0.6%,-4.9%,1.1,-12.6%,10.4%,1.1%
COc1ccccc1NC(=O)c1cc(S(=O)(=O)NCc2ccccc2)ccc1F,0.19,1278,0.1%,4.8%,-23.5%,-10.4%,1.1,-9.4%,3.8%,-8.4%
C=CCN1CCN(c2ccncc2S(=O)(=O)N2CCOCC2)CC1,0.1,988,-0.2%,1.1%,-7.0%,2.0%,1.1,-5.3%,1.1%,-8.2%

# Part of the list above, reformatted.
# Every second line gives: Ins promoter up, Ins promoter up cell count, West Nile antiviral, RSV CPE inhibition, human PMI inhibition, CSM14.1 death rescue, TNAP activation fold, PhoP inhibition, SV40 large T antigen, PMI inhibition
> O=C(OC1Cn2c(=O)ccc(=O)n2C1)c1ccccc1
    0.72, 1215, 0.3%, 2.1%, -0.6%, -4.9%, 1.1, -12.6%, 10.4%, 1.1%
> COc1ccccc1NC(=O)c1cc(S(=O)(=O)NCc2ccccc2)ccc1F
    0.19, 1278, 0.1%, 4.8%, -23.5%, -10.4%, 1.1, -9.4%, 3.8%, -8.4%

# The results go on.
SMILES,Ins promoter up,Ins promoter up cell count,West Nile antiviral,RSV CPE inhibition,human PMI inhibition,CSM14.1 death rescue,TNAP activation fold,PhoP inhibition,SV40 large T antigen,PMI inhibition
CC(=O)Nc1sc(N/N=C\c2ccccc2Cl)nc1-c1cccs1,0.33,1305,-0.2%,5.0%,-35.5%,8.3%,0.9,-5.7%,34.5%,-34.6%
COc1ccc(N(C)S(=O)(=O)c2cccc(C(=O)NC3=NCCS3)c2)cc1,-0.06,1825,0.4%,4.3%,4.5%,-1.0%,1,-1.5%,5.5%,0.8%
CCCCN(CC)CCCNC(=O)c1cn(-c2ccc(OC)cc2)c(=O)c2ccccc12,.,.,-0.5%,-0.9%,.,.,.,-0.5%,11.0%,.
COc1cc(NC(=O)c2ccco2)c(OC)cc1NC(=O)CCC(=O)Nc1cccc(C)c1C,0.7,1445,0.5%,0.8%,5.9%,-0.8%,1.1,-4.1%,0.7%,-0.3%
CCCCC(=O)Nc1ccc(C(=O)NN2C(=O)c3ccccc3C2=O)cc1,0.46,1799,0.6%,.,2.7%,0.0%,1.1,-13.1%,15.3%,2.0%
CC(C)Cn1c2nc3ccccc3nc2c2c(=O)n(CCN3CCOCC3)cnc21,-1.63,1255,-0.4%,2.1%,3.5%,-1.0%,1.1,4.9%,7.5%,-2.0%
OC12CCCCC1C(c1ccc3c(c1)OCO3)N(Cc1ccccc1F)CC2 (centres undefined),-0.81,1235,.,-0.9%,8.2%,-1.5%,1,9.6%,6.4%,12.1%
Cc1cc(NS(=O)(=O)c2ccc(NC(=O)CCCOc3cccc(C)c3C)cc2)no1,.,.,0.1%,2.7%,.,.,.,0.3%,7.4%,.
CCOC(=O)N1CCN(S(=O)(=O)c2ccc(C(=O)Nc3sc4c(c3C(N)=O)CCN(CC)C4)cc2)CC1,.,.,?,0.2%,.,.,.,-10.0%,18.6%,.
Oc1ccc(/C=N/NC(=S)NCC2CCCO2)cc1 (centres undefined),-1.09,1004,0.5%,1.1%,-2.5%,5.1%,1.2,9.5%,5.89µM*,4.7%
C=CCN1/C(=C(\C#N)C2=NS(=O)(=O)c3ccccc32)N(C)c2ccccc21,2.5,943,.,10.0%,8.3%,-0.2%,1.1,-4.0%,0.9%,8.4%
Cc1cc(NC(=O)c2ccc(-c3ccc(F)c(Cl)c3)o2)no1,0.27,1445,0.7%,1.7%,8.0%,1.6%,1,2.5%,14.9%,6.7%
CC(=O)c1ccc(N2CCN(C(=O)C3CCCN(c4ncnc5c4nc4n5CCCCC4)C3)CC2)cc1 (centres undefined),.,.,1.2%,19.6%,.,.,.,-2.1%,-1.2%,.
COc1cc(NC(=S)N2CCN(S(=O)(=O)c3ccccc3)CC2)cc(OC)c1,.,.,-0.5%,-0.1%,.,.,.,-3.2%,9.2%,.
COc1ccc(C2C(=O)c3ccccc3C2=O)cc1,.,.,0.3%,-0.3%,-18.9%,-6.2%,1,-6.4%,13.4%,-16.3%
CCOc1ccc(C(=O)C(C)OC(=O)Cn2[nH]c(=O)c3ccccc3c2=O)cc1 (centres undefined),.,.,-0.1%,0.1%,.,.,.,5.7%,-3.9%,.
N#Cc1c(SCc2ccccc2)nc(N2CCOCC2)c2c1CCCC2,-0.22,949,0.1%,1.4%,4.2%,6.0%,1.1,2.2%,2.6%,-2.4%
COCCN1Cc2cccc(C(=O)NCC3CCN(CC(C)C)C3)c2C1=O (centres undefined),-0.01,1223,0.2%,-1.2%,2.2%,-1.2%,1.1,2.6%,20.0%,6.9%
Cc1cccc(/C=C/c2onc(C)c2S(=O)(=O)N2CCC(C(=O)N3CCCCC3)CC2)c1,.,.,-0.2%,7.0%,.,.,.,-10.9%,4.2%,.
COc1ccc(S(=O)(=O)N(C)C)cc1NC(=O)Cc1cccs1,0.14,1635,-0.8%,1.6%,0.7%,-0.6%,1.1,3.1%,2.6%,7.0%
O=C(CSc1nc2ccccc2c(=O)n1-c1ccccc1)N1CCN(CCO)CC1,0.36,1454,-0.7%,0.4%,7.3%,1.4%,1.1,15.6%,-7.0%,8.8%
CCN(CC)CCNc1nc(-c2ccccc2)c2c(c1C#N)CC(C)(C)OC2,-0.14,887,0.0%,-2.0%,-2.9%,-1.0%,1,-0.2%,14.9%,-2.5%
Cc1c(C(=O)O)nn(-c2ccccc2)c(=O)c1C#N,0.19,959,0.4%,2.5%,-15.9%,-0.8%,1.1,0.6%,3.3%,-17.4%
O=C(CSc1nc2ccccc2c(=O)n1-c1ccccc1)N/N=C/C=C/c1ccccc1[N+](=O)[O-],.,.,0.5%,-2.4%,1.6%,-1.6%,1.1,-5.7%,1.9%,4.4%
O=S(=O)(CC(CN1CCCCC1)N1CCCCC1)c1ccc2ccccc2c1 (centres undefined),0.99,1522,-2.0%,.,2.5%,-1.7%,1.1,-2.2%,8.2%,-0.2%
CCOc1ccc(Cl)cc1S(=O)(=O)n1cnc2cc(C)c(C)cc21,-0.11,931,-0.8%,0.6%,-1.7%,0.0%,1.1,-13.6%,5.2%,-3.0%
CCOC(=O)C1CCN(C(=O)c2c(-c3c(F)cccc3Cl)noc2C)CC1,0.63,1373,-0.3%,0.7%,-2.6%,-1.6%,1,-0.3%,15.2%,-11.6%
COc1ccc(C2=NOC(CN3C(=O)c4ccccc4S3(=O)=O)C2)cc1 (centres undefined),1,1234,0.5%,2.9%,5.2%,-1.2%,1.1,-1.9%,-1.2%,-2.2%
O=C(NCCc1ccccc1Cl)C1CCC(=O)N(C2CCCCCC2)C1 (centres undefined),.,.,-0.1%,6.6%,.,.,.,-0.3%,0.5%,.
CC1(c2ccncc2)Nc2ccccc2-c2nc3ccccc3n21 (centres undefined),-1.24,1202,-0.6%,1.6%,7.8%,.,1.1,4.6%,9.2%,4.9%
COc1ccc(NC(=O)CSc2nc(N)c3cc4c(nc3n2)CCCC4)cc1,-0.16,2283,-0.2%,19.6%,15.2%,-4.7%,1.2,24.8%,9.2%,2.3%
CCOC(=O)N1CC=C2C(C#N)=C(N)C(C#N)(C#N)[C@H](c3ccc(OC(C)C)c(OCC)c3)[C@H]2C1,-0.04,760,0.0%,1.3%,3.2%,-1.3%,1,13.4%,11.9%,-2.8%
CCCn1cc(CN2CCC(Oc3ccc(C(=O)N4CCCC4)cc3)CC2)c(C)n1,.,.,-0.7%,-1.7%,.,.,.,-2.2%,16.3%,.

# Structures listed so far that have a Cl atom:
SMILES,Ins promoter up,Ins promoter up cell count,West Nile antiviral,RSV CPE inhibition,human PMI inhibition,CSM14.1 death rescue,TNAP activation fold,PhoP inhibition,SV40 large T antigen,PMI inhibition
Clc1cccc(OCCN2CCCC2)c1,.,.,-0.5%,-0.2%,.,.,.,-0.6%,7.6%,.
O=C(Nc1ccc(Cl)cc1)C1CCN(C(=O)c2cccs2)CC1,.,.,-0.8%,1.9%,.,.,.,4.0%,5.2%,.
CC(=O)Nc1sc(N/N=C\c2ccccc2Cl)nc1-c1cccs1,0.33,1305,-0.2%,5.0%,-35.5%,8.3%,0.9,-5.7%,34.5%,-34.6%
Cc1cc(NC(=O)c2ccc(-c3ccc(F)c(Cl)c3)o2)no1,0.27,1445,0.7%,1.7%,8.0%,1.6%,1,2.5%,14.9%,6.7%
CCOc1ccc(Cl)cc1S(=O)(=O)n1cnc2cc(C)c(C)cc21,-0.11,931,-0.8%,0.6%,-1.7%,0.0%,1.1,-13.6%,5.2%,-3.0%
CCOC(=O)C1CCN(C(=O)c2c(-c3c(F)cccc3Cl)noc2C)CC1,0.63,1373,-0.3%,0.7%,-2.6%,-1.6%,1,-0.3%,15.2%,-11.6%
O=C(NCCc1ccccc1Cl)C1CCC(=O)N(C2CCCCCC2)C1 (centres undefined),.,.,-0.1%,6.6%,.,.,.,-0.3%,0.5%,.

# Bioassay records (PubChem)

# Hits appear at their usual frequency, and some 1.5% of all compounds hit somewhere here.
